Assay outcomes (PubChem BioAssay)
NR2E3 ag-1: agonists of human nuclear receptor NR2E3 | GST-NR2E3/biotin-RetCOR TR-FRET, 1536-well | inhibition of corepressor binding, % at 4.78 µM | hit rate 0.12% among 320,000 | AID 2300;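 active means percent inhibition above the cutoff of mean plus 3 SD of all tested compounds, set per screening campaign, cut at about 20% in these data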;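 further: 0% = DMSO wells and 100% = biotin wells as full block of FRET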
Target sequence (Q9Y5X4 whole entry, looked up): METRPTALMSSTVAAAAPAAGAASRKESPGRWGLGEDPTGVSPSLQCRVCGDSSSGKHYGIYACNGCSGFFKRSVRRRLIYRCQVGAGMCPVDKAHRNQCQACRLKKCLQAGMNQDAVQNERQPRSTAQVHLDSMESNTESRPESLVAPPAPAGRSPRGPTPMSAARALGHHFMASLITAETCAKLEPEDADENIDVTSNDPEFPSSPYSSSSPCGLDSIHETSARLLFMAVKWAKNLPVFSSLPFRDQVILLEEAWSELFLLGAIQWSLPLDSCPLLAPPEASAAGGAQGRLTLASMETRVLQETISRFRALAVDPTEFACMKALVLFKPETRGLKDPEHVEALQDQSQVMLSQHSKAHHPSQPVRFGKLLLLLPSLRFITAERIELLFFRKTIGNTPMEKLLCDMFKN
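system = GST-tagged NR2E3 plus biotinylated RetCOR corepressor | input = 1.35 nM GST-NR2E3 | also added = 7 nM biotin-RetCOR | schedule = 5 h incubation at 4 °C | measured by = TR-FRET with europium anti-GST and streptavidin-D2, 340 nm excitation | read-out = percent loss of FRET ratio relative to control wells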
CF NFkB inh: inhibitors of cystic fibrosis induced NF-kB; KKLEB NF-kB-GFP reporter, PAF-induced, GFP fluorescence overnight; inhibition, % at 5 µM; hit rate 0.86% among 360,000;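 active means at least 50% inhibition at 5 µM, scaled per plate between neutral and stimulator controls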;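 further: PAF is a Pseudomonas aeruginosa culture filtrate used as stimulus; plate controls were PAF-stimulated DMSO wells for no effect and unstimulated DMSO wells for full effect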
LMP1 NFkB inh: Epstein-Barr LMP1 NF-kappaB reporter inhibition. LMP1-induced NF-kappaB luciferase reporter cells, luminescence. hit rate 0.69% among 350,000. inhibition, % at 12.5 µM; in the data active means inhibition above about 41%;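 further: 0% = neutral control wells and 100% = reference inhibitor control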
Shn3 3UTR inh: Schnurri-3 reporter inhibition in Clone20 osteoblasts | Clone20 osteoblast Shn3 3'UTR firefly luciferase, 24 h | hit rate 0.52% among 360,000 | inhibition, % at 12.5 µM;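 active means mean inhibition of at least 75% with every replicate also reaching 75%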;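 further: 0% = median of neutral control wells and 100% = pilot-screen positive control compound; some compounds past the cut are filed as inactive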
iPSC survival up: increases survival of single human iPS cells | hit rate 0.044% among 360,000 | survival enhancement, % at 20 µM | hiPSC single-cell survival, ATPlite luminescence; 100% = ROCK inhibitor wells, 0% = DMSO; in the data active means survival enhancement above about 18%;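 further: cells exposed to compounds for 16 hours before the ATP read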
KKLEB tox: CF airway cell cytotoxicity counter-screen. KKLEB CF airway cells viability, ATPlite luminescence, overnight; stronger effect = lower value; cells stimulated with P. aeruginosa culture filtrate. AID 602141. activity change (cytotoxicity), % at 5 µM. hit rate 0.36% among 360,000;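 active means corrected activity change at or below -50% at 5 µM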
Peg3 promoter: Peg3 promoter activity inhibition; HeLa PEG-Prom luciferase reporter, luminescence, overnight; inhibition, % at 20 µM; hit rate 1.7% among 360,000;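 active means inhibition of at least 50% at 20 µM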
C8 TRAIL sens: sensitizes caspase-8 expressing cells to TRAIL; NB7+C8 cells + TRAIL, ATPlite viability luminescence; inhibition (viability loss, TRAIL sensitization), % at 10 µM; hit rate 1% among 360,000; AID 624354;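 active means compounds causing at least 50% loss of cell viability in the single-dose screen, relative to plate controls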
HIF-2a block: inhibitors of HIF-2a; 786-0 RCC cells HIF-2a reporter, luciferase luminescence, overnight; AID 624352; inhibition, % at 18.8 µM; hit rate 0.72% among 360,000;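 active means inhibition of the luminescence signal of 40% or more relative to plate controls, in a single-dose primary screen at 18.75 µM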
NR2E3 ag-2: human photoreceptor-specific nuclear receptor agonism; AID 602229; inhibition of corepressor binding, % at 3.98 µM; hit rate 0.35% among 360,000; CHO-S Gal4-NCOR/VP16-NR2E3 two-hybrid, luciferase;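 active means inhibition above the mean of all tested compounds plus 3 SD, cut at about 70% in these data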;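 further: 0% = DMSO with NR2E3 transfected cells and 100% = cells lacking NR2E3 construct; higher means lower luciferase signal from less NR2E3 corepressor binding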
MITF TRPM1 inh: inhibitors of MITF-driven TRPM1 promoter in melanoma cells | hit rate 0.83% among 330,000 | SK-MEL-5 TRPM1 promoter luciferase, 24 h | AID 488899 | inhibition, % at 12.5 µM;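 active means mean inhibition across replicates of 60% or more, whatever share of single replicates reaches that level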; further: values of inactives mirror those of a sister screen read the other way
* hit, by the source's call. Some of the compounds tested; count on the stated rates, not on these rows.

CC(C)(C)n1nnnc1C(c1ccccn1)N(Cc1ccccc1)Cc1ccc(Cl)cc1 (configuration not stated) was read as NR2E3 ag-1 2.1, CF NFkB inh 15.5, LMP1 NFkB inh 10.7, Shn3 3UTR inh 26.0, iPSC survival up -2.6, KKLEB tox 2.0, Peg3 promoter 34.3, C8 TRAIL sens 22.3, HIF-2a block 10.6, NR2E3 ag-2 -11.4 and MITF TRPM1 inh 9.4.
For COc1cccc(CN(C)CC(=O)Nc2ccccc2C(=O)Nc2ccccc2)c1 the results were NR2E3 ag-1 3.6, CF NFkB inh -12.0, LMP1 NFkB inh -16.9, Shn3 3UTR inh 13.0, iPSC survival up 0.0, KKLEB tox 2.6, Peg3 promoter 15.2, C8 TRAIL sens -4.3, HIF-2a block 18.6, NR2E3 ag-2 13.9 and MITF TRPM1 inh 18.3.
Screening O=C(COc1ccc(/C=N/NC(=O)c2cc3ccccc3o2)cc1Br)Nc1ccccc1 returned NR2E3 ag-1 -21.4, CF NFkB inh 50.9*, LMP1 NFkB inh 6.1, Shn3 3UTR inh 36.5, iPSC survival up -2.3, KKLEB tox -50.7*, Peg3 promoter 99.1*, C8 TRAIL sens 59.1*, HIF-2a block -234.4, NR2E3 ag-2 -7.0 and MITF TRPM1 inh 93.2*.
`CCc1ccc(OCC(=O)N2c3ccccc3CCc3ccccc32)cc1` gave NR2E3 ag-1 -1.4, CF NFkB inh 21.1, LMP1 NFkB inh 0.9, Shn3 3UTR inh -8.3, iPSC survival up 1.1, KKLEB tox -20.2, Peg3 promoter 33.5, C8 TRAIL sens 9.2, HIF-2a block 23.5, NR2E3 ag-2 -22.9 and MITF TRPM1 inh -2.4.
For CCOC(=O)Cc1c(C)nc2c(-c3ccc(OC)cc3)c(C)nn2c1C the results were NR2E3 ag-1 0.8, CF NFkB inh 10.6, LMP1 NFkB inh -11.4, Shn3 3UTR inh 8.1, iPSC survival up -3.7, KKLEB tox -18.9, Peg3 promoter 23.2, C8 TRAIL sens -3.6, HIF-2a block 30.4, NR2E3 ag-2 -24.3 and MITF TRPM1 inh -2.2.
CCOc1ccc(NC(=S)Nc2cc(OC)c(Cl)cc2OC)cc1 was read as NR2E3 ag-1 -4.0, CF NFkB inh 12.1, LMP1 NFkB inh 9.0, Shn3 3UTR inh -7.9, iPSC survival up 0.3, KKLEB tox -2.8, Peg3 promoter 20.6, C8 TRAIL sens 8.3, HIF-2a block 4.1, NR2E3 ag-2 6.4 and MITF TRPM1 inh 6.6.
`Cc1nn(C)c(C(=O)Nc2ccn(Cc3c(F)c(F)cc(F)c3F)n2)c1[N+](=O)[O-]` gave NR2E3 ag-1 0.8, CF NFkB inh 12.8, LMP1 NFkB inh -13.6, Shn3 3UTR inh 4.5, iPSC survival up 5.5, KKLEB tox -10.6, Peg3 promoter 12.1, C8 TRAIL sens -4.0, HIF-2a block 1.7, NR2E3 ag-2 5.5 and MITF TRPM1 inh 12.1.
For Cc1cc(C)c2c(=O)[nH][nH]c2n1 the results were CF NFkB inh -46.4, LMP1 NFkB inh 4.0, Shn3 3UTR inh 13.1, iPSC survival up -3.4, KKLEB tox 16.8, Peg3 promoter -12.2, C8 TRAIL sens -4.5, HIF-2a block 3.0, NR2E3 ag-2 -6.2 and MITF TRPM1 inh -4.4.
`CC1(C(=O)NS(=O)(=O)c2ccc(C#N)cc2)CCN1C(=O)CC1CCCC1` (configuration not stated) gave CF NFkB inh 3.4, Shn3 3UTR inh -7.9, iPSC survival up -0.9, KKLEB tox 4.0, Peg3 promoter 11.7, C8 TRAIL sens -25.2, HIF-2a block 5.3 and NR2E3 ag-2 -4.5.
For CCOc1ccccc1NC(=S)N1CCC(NC(=O)c2ccco2)CC1 the results were NR2E3 ag-1 1.6, CF NFkB inh 3.1, LMP1 NFkB inh -6.9, Shn3 3UTR inh 9.0, iPSC survival up -0.4, KKLEB tox -1.9, Peg3 promoter 9.9, C8 TRAIL sens -0.2, HIF-2a block 20.1, NR2E3 ag-2 -15.2 and MITF TRPM1 inh -7.2.
Screening COc1cc(NS(=O)(=O)c2ccc(C)cc2C)cc(OC)c1OC returned NR2E3 ag-1 1.3, CF NFkB inh -0.2, LMP1 NFkB inh 20.9, Shn3 3UTR inh 83.5, iPSC survival up 0.5, KKLEB tox -6.9, Peg3 promoter 23.3, C8 TRAIL sens 10.1, HIF-2a block 2.2, NR2E3 ag-2 47.1 and MITF TRPM1 inh 21.3.
For COc1ccccc1CCC(=O)Nc1ccc(OC)c(S(=O)(=O)N2CCOCC2)c1 the results were NR2E3 ag-1 -0.7, CF NFkB inh -9.0, LMP1 NFkB inh 1.8, Shn3 3UTR inh -7.7, iPSC survival up 0.9, KKLEB tox 6.4, Peg3 promoter 7.5, C8 TRAIL sens -14.6, HIF-2a block -8.1, NR2E3 ag-2 -18.8 and MITF TRPM1 inh -7.4.
O=C(CSc1nncn1-c1ccccn1)Nc1cccc(Cl)c1 was read as NR2E3 ag-1 -2.6, CF NFkB inh 12.3, LMP1 NFkB inh 0.2, Shn3 3UTR inh 20.4, iPSC survival up 0.2, KKLEB tox 6.3, Peg3 promoter -15.6, C8 TRAIL sens 3.1, HIF-2a block 6.0, NR2E3 ag-2 -3.0 and MITF TRPM1 inh -5.9.
`CC(=O)Nc1ccc(N(C(=O)Cc2cccs2)C(C(=O)NC2CCCC2)c2ccncc2)cc1` (configuration not stated) gave NR2E3 ag-1 1.3, CF NFkB inh -11.5, LMP1 NFkB inh -9.1, Shn3 3UTR inh -9.2, iPSC survival up -0.1, KKLEB tox -6.4, Peg3 promoter -2.0, C8 TRAIL sens 11.8, HIF-2a block -1.0, NR2E3 ag-2 -9.8 and MITF TRPM1 inh 3.5.
CC(NCC1COc2ccccc2O1)C(=O)NCc1ccccc1 (configuration not stated) was read as NR2E3 ag-1 3.9, CF NFkB inh -3.4, LMP1 NFkB inh 5.7, Shn3 3UTR inh 7.5, iPSC survival up 4.9, KKLEB tox 2.4, Peg3 promoter 11.3, C8 TRAIL sens -2.5, HIF-2a block 8.7, NR2E3 ag-2 -11.5 and MITF TRPM1 inh -1.2.
`CCCS(=O)(=O)NC(=O)C1(C)CCCN(C(=O)c2ccccc2OC)C1` (configuration not stated) gave CF NFkB inh -34.8, Shn3 3UTR inh -0.3, iPSC survival up -2.0, KKLEB tox 20.5, Peg3 promoter 3.3, C8 TRAIL sens -4.8, HIF-2a block 16.9 and NR2E3 ag-2 -21.5.
`Cc1cccc2nc(-c3ccco3)c(Nc3ccc4c(c3)OCCO4)n12` gave NR2E3 ag-1 5.8, CF NFkB inh 17.8, LMP1 NFkB inh -0.6, Shn3 3UTR inh 4.6, iPSC survival up 0.2, KKLEB tox -5.0, Peg3 promoter -16.7, C8 TRAIL sens -12.1, HIF-2a block -20.2, NR2E3 ag-2 -31.0 and MITF TRPM1 inh 7.0.
`COC(=O)c1ccc(CNC(=O)C2CCC(=O)N(Cc3ccccn3)C2)cc1` (configuration not stated) gave NR2E3 ag-1 1.3, CF NFkB inh 1.1, LMP1 NFkB inh 3.5, Shn3 3UTR inh 1.9, iPSC survival up 0.7, KKLEB tox -4.5, Peg3 promoter 7.9, C8 TRAIL sens -5.1, HIF-2a block 0.8, NR2E3 ag-2 10.7 and MITF TRPM1 inh 0.7.
`CCCCN(CC)C(=O)CSc1cc(=O)n(C)c2ccccc12` gave NR2E3 ag-1 -3.5, CF NFkB inh -27.0, LMP1 NFkB inh 10.2, Shn3 3UTR inh -12.0, iPSC survival up 0.6, KKLEB tox 10.7, Peg3 promoter 15.1, C8 TRAIL sens -7.5, HIF-2a block 15.6, NR2E3 ag-2 -5.9 and MITF TRPM1 inh 5.6.
Screening COc1ccc(OCC(O)CN2CCCC2)cc1 (configuration not stated) returned CF NFkB inh -10.4, LMP1 NFkB inh 2.7, Shn3 3UTR inh -5.7, iPSC survival up -0.5, KKLEB tox 2.8, Peg3 promoter 31.9, C8 TRAIL sens -6.2, HIF-2a block 13.1, NR2E3 ag-2 0.3 and MITF TRPM1 inh 10.1.
For CCOc1cc(/C=C(\CC(=O)O)c2nc3ccccc3s2)ccc1OC the results were NR2E3 ag-1 -2.4, CF NFkB inh 31.9, LMP1 NFkB inh -4.2, Shn3 3UTR inh -1.7, iPSC survival up -0.5, KKLEB tox -8.7, Peg3 promoter 8.3, C8 TRAIL sens -3.8, HIF-2a block 8.3, NR2E3 ag-2 -3.6 and MITF TRPM1 inh 8.9.
CC1(C)CC2(CC(C)(C(=O)CSc3nc4ccccc4s3)OC2=O)C(=O)O1 (configuration not stated) was read as NR2E3 ag-1 3.5, CF NFkB inh -5.2, LMP1 NFkB inh -8.5, Shn3 3UTR inh -35.8, iPSC survival up 1.0, KKLEB tox 4.4, Peg3 promoter 14.1, C8 TRAIL sens 4.8, HIF-2a block -9.5, NR2E3 ag-2 22.2 and MITF TRPM1 inh -8.2.
COc1ccc(N(C)C(=O)CCS(=O)(=O)c2cccc3nonc23)c(OC)c1 was read as NR2E3 ag-1 3.6, CF NFkB inh 9.0, LMP1 NFkB inh -9.5, Shn3 3UTR inh -2.1, iPSC survival up 2.2, KKLEB tox -5.7, Peg3 promoter 14.2, C8 TRAIL sens -6.9, HIF-2a block 3.2, NR2E3 ag-2 -3.5 and MITF TRPM1 inh 5.3.
Cc1ccc(/C=C/C(=O)Nc2cccc3ncccc23)o1 was read as NR2E3 ag-1 3.9, CF NFkB inh 6.1, LMP1 NFkB inh 4.5, Shn3 3UTR inh -2.9, iPSC survival up -2.0, KKLEB tox -10.9, Peg3 promoter -15.8, C8 TRAIL sens -8.9, HIF-2a block 3.5, NR2E3 ag-2 -9.6 and MITF TRPM1 inh -2.8.
`COC(=O)c1ccc(OCC2c3cc(OC)c(OC)cc3CCN2C(=O)C2CC2)cc1` (configuration not stated) gave NR2E3 ag-1 -2.5, CF NFkB inh -6.8, LMP1 NFkB inh -8.4, Shn3 3UTR inh 20.9, iPSC survival up 1.9, KKLEB tox -23.0, Peg3 promoter 15.7, C8 TRAIL sens 4.4, HIF-2a block 0.3, NR2E3 ag-2 1.9 and MITF TRPM1 inh 6.1.
`N#CC1=C2C=CC=CN2CC1=O` gave NR2E3 ag-1 2.4, CF NFkB inh 7.9, LMP1 NFkB inh -5.9, Shn3 3UTR inh 0.7, iPSC survival up -0.1, KKLEB tox -5.1, Peg3 promoter -28.6, C8 TRAIL sens 1.2, HIF-2a block -41.2, NR2E3 ag-2 -9.1 and MITF TRPM1 inh 6.7.
